Source: PubChem BioAssay (several laboratories)
ABHD5-PLIN5 inh: inhibitors of human ABHD5-perilipin-5 interaction. Q00G26+Q8WTS1. Split G. princeps luciferase complementation, luminescence, 4 h. inhibition, % at 4 µM. actives 0.78% (n = 360,000);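 active = inhibition above the mean inhibition across every tested compound plus 3 SD, cut at about 22% in these data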;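 also: 0% = DMSO only wells and the 100% control is not disclosed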
TROY NFkB inh: blocks TROY-dependent signaling in reporter cells; Q293 LMP1-TROYcd NF-kB luciferase reporter, 4 h; inhibition, % at 10 µM; actives 0.98% (n = 360,000); AID 1347056;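 active = compounds whose plate-normalised and pattern-corrected inhibition of the luciferase reporter signal at the single screening dose is 50% or more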
NOD2 RIPK2 PPI: inhibitors of human NOD2-RIPK2 interaction; O43353; CHO BLA complementation NOD2-RIPK2, CCF4 ratio; inhibition, % at 4.98 µM; actives 0.38% (n = 360,000); AID 624267; in the data active = inhibition above about 21%;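 also: 0% = vehicle only and 100% = reference blocker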
SRC1 inh: inhibitors of human steroid receptor coactivator 1 (SRC1) | Q15788 | HEK293 GAL4-SRC1 luciferase reporter, luminescence | inhibition, % at 3.6 µM | actives 0.12% (n = 360,000) | AID 588354;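 active = inhibition above the campaign mean plus 3 SD, with each screening campaign given its own cutoff, cut at about 60% in these data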;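 also: 0% = DMSO treated cells and 100% = gossypol at 36 µM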
TWEAK-Fn14 inh: blocks TWEAK-Fn14 interaction in a reporter cell assay | TWEAK-stimulated Fn14 reporter cells, luciferase luminescence, 8 h | inhibition, % at 10 µM | actives 2% (n = 360,000) | AID 1159606; in the data active = inhibition above about 50%
TLR9-MyD88 block: TLR9-MyD88 interaction inhibition; Q9NR96+Q99836; CHO BLA complementation TLR9-MyD88, CCF4 FRET ratio; inhibition, % at 4.98 µM; actives 0.21% (n = 340,000);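 active = inhibition above the mean over all tested compounds plus 3 SD, cut at about 21% in these data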;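 also: 0% = DMSO only wells and 100% = clavulanate BLA inhibitor control wells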
Exocytosis inh: lytic granule exocytosis inhibition. inhibition, % at 10 µM. actives 0.66% (n = 360,000). TALL-104 LAMP-1 surface exposure, flow cytometry; cells stimulated with thapsigargin and PMA;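 active = inhibition above about 55%, limit read from the data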
NR5A2 inv ag: NR5A2 inverse agonism in reporter assay | inhibition, % at 3.6 µM | AID 602396 | actives 0.13% (n = 360,000) | O00482 | HEK293T StAR-luciferase reporter, LRH-1 transfected, 24 h;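 active = inhibition above the mean inhibition of all tested compounds plus 3 SD, cut at about 73% in these data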;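 also: 0% = DMSO wells and 100% = reporter-only cells lacking LRH-1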
SRC3 inh: inhibits human SRC3 coactivator | Q9Y6Q9 | HEK293 GAL4-SRC3 luciferase reporter, luminescence | inhibition, % at 3.6 µM | actives 0.17% (n = 360,000) | AID 588352;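 active = inhibition above a per-campaign cutoff, the mean of all compounds plus 3 SD, cut at about 60% in these data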;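 also: 0% = DMSO-treated cells and 100% = gossypol-treated cells at 36 µM; higher means less SRC3-driven luciferase light from the GAL4 reporter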
Target sequence (Q9Y6Q9 whole entry, looked up, the tested form may be a part): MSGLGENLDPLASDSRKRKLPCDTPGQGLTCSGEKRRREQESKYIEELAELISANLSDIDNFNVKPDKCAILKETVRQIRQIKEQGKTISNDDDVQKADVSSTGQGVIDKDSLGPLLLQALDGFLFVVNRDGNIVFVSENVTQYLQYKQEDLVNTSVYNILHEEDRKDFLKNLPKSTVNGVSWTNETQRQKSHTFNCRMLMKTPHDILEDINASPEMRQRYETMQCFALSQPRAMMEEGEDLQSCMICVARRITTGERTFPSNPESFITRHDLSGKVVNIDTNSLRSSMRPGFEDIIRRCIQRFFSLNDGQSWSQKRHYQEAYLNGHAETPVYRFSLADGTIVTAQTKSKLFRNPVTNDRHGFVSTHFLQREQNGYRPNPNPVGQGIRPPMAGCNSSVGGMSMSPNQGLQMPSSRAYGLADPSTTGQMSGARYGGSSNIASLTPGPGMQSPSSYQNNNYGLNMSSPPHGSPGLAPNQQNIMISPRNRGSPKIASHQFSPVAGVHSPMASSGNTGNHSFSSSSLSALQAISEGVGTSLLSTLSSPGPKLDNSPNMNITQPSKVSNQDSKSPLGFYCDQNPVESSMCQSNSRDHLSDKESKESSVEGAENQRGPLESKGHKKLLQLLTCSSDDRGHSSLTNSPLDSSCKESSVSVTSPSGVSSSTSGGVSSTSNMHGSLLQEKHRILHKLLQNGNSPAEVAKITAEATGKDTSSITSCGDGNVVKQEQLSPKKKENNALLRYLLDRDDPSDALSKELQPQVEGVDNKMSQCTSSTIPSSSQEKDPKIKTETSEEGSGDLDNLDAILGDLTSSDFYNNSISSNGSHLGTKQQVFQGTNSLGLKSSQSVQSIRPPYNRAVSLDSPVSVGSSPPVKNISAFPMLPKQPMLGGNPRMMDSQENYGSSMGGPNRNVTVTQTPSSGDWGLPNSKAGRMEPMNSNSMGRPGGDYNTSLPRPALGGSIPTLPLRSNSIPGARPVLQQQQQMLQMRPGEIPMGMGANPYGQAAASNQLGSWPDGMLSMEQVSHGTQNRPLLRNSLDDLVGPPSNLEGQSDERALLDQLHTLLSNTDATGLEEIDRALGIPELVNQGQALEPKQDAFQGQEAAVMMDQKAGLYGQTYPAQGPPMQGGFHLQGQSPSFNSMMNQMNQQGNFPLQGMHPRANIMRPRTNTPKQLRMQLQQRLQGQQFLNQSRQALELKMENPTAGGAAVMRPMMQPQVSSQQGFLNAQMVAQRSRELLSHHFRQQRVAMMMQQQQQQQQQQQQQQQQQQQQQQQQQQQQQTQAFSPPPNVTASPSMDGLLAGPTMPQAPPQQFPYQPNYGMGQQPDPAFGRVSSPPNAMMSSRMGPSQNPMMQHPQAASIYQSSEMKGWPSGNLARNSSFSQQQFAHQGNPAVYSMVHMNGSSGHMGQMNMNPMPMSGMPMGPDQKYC
NR2F2 inh: blocks human COUP-TFII nuclear receptor; P24468; HEK293T NGFI-A luciferase reporter, luminescence; inhibition, % at 8.6 µM; actives 0.7% (n = 370,000); AID 686940;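 active = inhibition above a per-plate cutoff, mean inhibition of test wells between control levels plus 3 SD, cut at about 38% in these data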;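 also: cells cotransfected with COUP-TFII expression vector driving the NGFI-A reporter; 0% = median of COUP-TF2 test wells and 100% = reporter-only cells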
NCOA2 inhibitor: inhibits human steroid receptor coactivator 2; Q15596; HEK293 GAL4-SRC2 luciferase reporter, luminescence; inhibition, % at 9 µM; actives 0.17% (n = 370,000);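 active = inhibition above the mean inhibition of all tested compounds plus 3 SD, set per campaign, cut at about 52% in these data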;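 also: 0% = DMSO treated cells and 100% = cells given Gossypol at 36 µM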
Active calls of the source: *; · = not tested or not shown.

SMILES | ABHD5-PLIN5 inh | TROY NFkB inh | NOD2 RIPK2 PPI | SRC1 inh | TWEAK-Fn14 inh | TLR9-MyD88 block | Exocytosis inh | NR5A2 inv ag | SRC3 inh | NR2F2 inh | NCOA2 inhibitor
O=C(NC1CCN(Cc2ccccc2Cl)CC1)c1ccccc1 | -6 | -38 | 2 | -2 | 0 | -5 | -13 | 22 | 6 | -7 | 13
Cc1ccc(C(=O)Nc2ccccc2)cc1S(=O)(=O)N1CCN(C)CC1 | -6 | -11 | -1 | -24 | -20 | 9 | -6 | -16 | -25 | 21 | -11
Cc1cc(C)nc(NC(=S)Nc2cccc(Cl)c2Cl)c1 | -4 | -10 | 17 | 10 | -18 | 10 | -1 | 3 | 15 | 9 | -8
O=C(NCc1ccccc1Cl)NC(=O)c1ccccc1 | -10 | -21 | -4 | -68 | -6 | 3 | -1 | 6 | -25 | 6 | -12
C[C@H](NC(=O)c1ncn2c1C(=O)NC[C@H]2C)c1ccccc1 | -5 | 13 | 1 | -7 | 12 | 5 | -1 | 11 | 7 | -11 | -15
COC(=O)CSc1ccc2nnc(-c3ccc(F)cc3)n2n1 | 3 | 16 | 4 | -10 | -3 | 9 | -3 | 13 | 7 | -1 | -10
C=CCn1c(=O)c2ccccc2n2c(=S)[nH]nc12 | -1 | 16 | -8 | -3 | -3 | 1 | 10 | 15 | -3 | -16 | 7
O=C(NCc1ccccn1)C1CCN(C2CCN(Cc3cccc(F)c3)CC2)CC1 | -1 | 4 | 9 | 11 | 7 | -12 | 1 | 31 | -10 | -8 | 5
CCCCCn1ccc(=N)cc1 | -2 | 20 | 1 | -7 | 20 | 1 | 2 | -7 | 9 | 37 | 16
CC(Oc1ccc(Cl)cc1Cl)c1ccnc(N)n1 (stereo not given) | 1 | 35 | 2 | 12 | 19 | 1 | -5 | -31 | 10 | 2 | 23
Cc1ccc(Cn2ccc(NC(=O)c3noc4c3CCc3ccccc3-4)n2)cc1 | -9 | -34 | -8 | 10 | -12 | 3 | 2 | -5 | -6 | 3 | -10
CCCCSc1nc2c(cc1C#N)CCC2 | 0 | -43 | 6 | 8 | -10 | 3 | 4 | -5 | -34 | 2 | -17
Cc1ccc(S(=O)(=O)N(C)c2ccc(OC(=O)c3cccs3)cc2)cc1C | -2 | 15 | -13 | 7 | 2 | 14 | -6 | 7 | 7 | -9 | 7
CCc1cc(=O)[nH]c(SCc2cccc3ccccc23)n1 | -10 | 40 | 1 | -4 | -21 | 3 | 2 | 3 | 5 | · | ·
CCC(NC(=O)Cc1cccs1)c1ccccc1 (stereo not given) | -3 | -5 | 5 | 11 | 12 | -6 | -1 | -4 | -6 | -4 | -12
COc1ccc(C(=O)Nc2ccccc2C(=O)O)cc1Cl | 0 | -47 | -3 | -85 | -14 | -1 | 3 | -125 | -102 | -23 | -43
O=c1sc2ccccc2c(N2CCCCC2)c1[N+](=O)[O-] | 0 | 6 | 1 | 11 | 14 | 5 | 34 | -6 | 14 | 0 | -19
Cc1ccc(-c2noc(CNc3ccccc3)n2)cc1 | -6 | -28 | 1 | -36 | -1 | -9 | 0 | -23 | -26 | -32 | -15
CCCOc1ccc(NC(=O)c2c(-c3ccccc3)noc2C)cc1 | 0 | 1 | -7 | -3 | -8 | -6 | 9 | 7 | 6 | -14 | -36
O=S(=O)(CS(=O)(=O)c1ccc(Cl)cc1)c1ccc(Cl)cc1 | 4 | 13 | 1 | 0 | 1 | -5 | -1 | -26 | 7 | 12 | -1
COc1ccc2ccc(OCC(=O)Nc3cc(C)on3)cc2c1 | 2 | -26 | 5 | -4 | -1 | 1 | 2 | -11 | 7 | 0 | -16
Nc1c(C(=O)NCCc2ccccc2)nnn1Cc1ccc(Cl)cc1 | 10 | -21 | 8 | -16 | -7 | 8 | -2 | 16 | -2 | -2 | -4
CC(=O)N1c2ccc(F)c(F)c2C[C@H]1C | 8 | -21 | -55 | 11 | -5 | 0 | -1 | 17 | -5 | -1 | -22
C(/C=C/c1ccccn1)=C\c1ccccc1 | -4 | -6 | -4 | -88 | -5 | 8 | -6 | -111 | -45 | -32 | -74

Arranged by the number under SRC1 inh (largest number first): three of the compounds above
Compound | SRC1 inh
CCC(NC(=O)Cc1cccs1)c1ccccc1 (stereo not given) | 11
COc1ccc(C(=O)Nc2ccccc2C(=O)O)cc1Cl | -85
C(/C=C/c1ccccn1)=C\c1ccccc1 | -88

(cont.)
SMILES | ABHD5-PLIN5 inh | TROY NFkB inh | NOD2 RIPK2 PPI | SRC1 inh | TWEAK-Fn14 inh | TLR9-MyD88 block | Exocytosis inh | NR5A2 inv ag | SRC3 inh | NR2F2 inh | NCOA2 inhibitor
CCNC(=O)CCc1nc(-c2ccc(C(C)(C)C)cc2)no1 | 4 | -25 | -2 | -25 | 1 | -1 | 1 | -11 | 5 | 24 | 45
O=C(COC(=O)c1ccc(Br)o1)NCc1ccc(F)cc1 | 0 | -8 | 4 | 12 | 3 | -10 | -1 | 4 | -6 | -1 | -6
CC(C)[C@@H](C(=O)NC1CCCC1)N1C(=O)N2CCc3c([nH]c4ccccc34)[C@@]2(C)C1=O | -2 | -5 | -10 | -5 | 18 | 4 | -5 | -15 | 12 | 2 | 10
N#CCCN(Cc1cccs1)C(=O)Nc1ccc(F)cc1 | 4 | 8 | -1 | 5 | 6 | 5 | 2 | -9 | 9 | 7 | 12
COc1ccc(C(=O)CN2C(=O)c3ccccc3S2(=O)=O)cc1 | 1 | 85* | -3 | 58 | 102* | · | -13 | 35 | 61 | 91* | 81*
COCC(=O)n1nc(-c2ccccc2)nc1NCc1cccs1 | 1 | -32 | -3 | -34 | -36 | -5 | 0 | -49 | -6 | -18 | -21
NC(Cc1ccccc1)c1csc(Nc2ccc(C(=O)NCCCO)cn2)n1 (stereo not given) | 5 | 2 | 1 | -11 | -59 | · | -3 | 6 | -15 | 13 | 20
Cc1cc(=O)[nH]c(N/N=C/C2=C(N3CCOCC3)C(=C\c3ccc(Cl)cc3)/CC2)n1 | 17 | 10 | -1 | -2 | 5 | -1 | 0 | -5 | 10 | 1 | 0
Cc1ccccc1-c1nnn(Cc2ccc(-c3nn[nH]n3)cc2)n1 | 1 | 1 | -5 | -6 | 9 | 4 | 2 | 8 | 2 | -1 | 16
COc1ccc(Cl)cc1NS(=O)(=O)N1CCOCC1 | -2 | 21 | -10 | -4 | -1 | 2 | -2 | -7 | 21 | 15 | -24
CN(CC(=O)Nc1ccccc1Cl)C(=O)CSc1nnc(-c2ccco2)o1 | 0 | -22 | -3 | -3 | 16 | 4 | 0 | 3 | 3 | 23 | 4
Cc1ccccc1NC(=O)CCC(=O)N/N=C/c1ccc(F)cc1 | -1 | -1 | -9 | 4 | -6 | 12 | 3 | 2 | 3 | 15 | 16
COc1ccc(N2C(=O)C(CC(=O)Nc3ccc(Cl)cc3)N(NC(=O)c3cccc(F)c3)C2=S)cc1 (stereo not given) | 5 | 14 | 8 | -21 | 21 | -4 | -2 | 0 | 9 | -30 | 9
CC1CCN(c2ccc(-c3ccc(NC(=O)c4ccco4)cc3)nn2)CC1 | -3 | 9 | -6 | -46 | -11 | 3 | -4 | -58 | -36 | -27 | -57
COc1ccc(-c2cc(C(=O)N3CCOCC3)no2)cc1OC | 3 | -29 | -1 | -29 | -20 | -10 | -2 | -38 | -26 | -20 | -49
C/C=C/c1ccc(OCCCNC(C)CC)c(OC)c1 (stereo not given) | 4 | 18 | -3 | 2 | -6 | -1 | 0 | 16 | -5 | 11 | -2
Cc1ccc(C(=O)OCC(=O)NCc2cccc(Cl)c2)cc1S(=O)(=O)N1CCCCC1 | -11 | 17 | -14 | 5 | -1 | 3 | 9 | 8 | -30 | 1 | -2
COc1ccc(S(=O)(=O)N2CCCCC2)cc1NC(=O)c1ccc(Cl)nc1 | 4 | -7 | -3 | -3 | 25 | -5 | -5 | -13 | 11 | -9 | -19
COc1ccc(/C=C/C(=O)NNc2c(F)c(F)cc(F)c2F)cc1OC | 10 | 12 | -10 | 13 | -1 | -8 | -1 | 13 | 6 | 9 | -19
CCc1nc(SCC(=O)NNC(=O)c2ccc(C)cc2)c2ccccc2n1 | -6 | -10 | -4 | 5 | 20 | 2 | 11 | 4 | 8 | 1 | 29
COCCN1C(=O)C(=O)/C(=C(/O)c2cccc(OC)c2)C1c1ccco1 (stereo not given) | 2 | -3 | 0 | 4 | -27 | -1 | -3 | -11 | 9 | -5 | 13
Cc1ccc(O)c(CNc2cccc(C)n2)c1 | -3 | -16 | -2 | 9 | -1 | 2 | -3 | 8 | 1 | -6 | 16
CCOC(=O)c1nn(-c2ccc(C)cc2)c(=O)cc1OCC(=O)Nc1cccc(C)c1 | 4 | -14 | -2 | -9 | -11 | -16 | -2 | 2 | 7 | 7 | -9
NC(=S)N/N=C/c1ccc2cccc(OCc3ccccc3)c2n1 | -5 | 12 | -7 | 3 | 36 | 1 | 8 | 30 | 7 | 0 | -7
O=C(Nc1cccc(C(=O)N2CCCCC2)c1)C1CC1 | -2 | -10 | 1 | 2 | -5 | -12 | 30 | 13 | -6 | -12 | -2
Cc1cc(CNC(=O)c2cccc3c2C(=O)c2ccc(-c4ccc(F)cc4OCc4ccccc4)cc2S3(=O)=O)c(C(F)(F)F)o1 | 6 | 23 | -11 | -18 | 42 | -8 | 0 | -8 | -1 | -3 | 9
CC12CC(c3ccccc3O1)N(C(=O)c1ccc(Br)o1)C(=O)N2c1ccccc1 (stereo not given) | -1 | -17 | -7 | 0 | 2 | -3 | 5 | 1 | 12 | 7 | 5
O=[N+]([O-])c1ccccc1C=NN1CCCCCC1 | -4 | 8 | -1 | -11 | 13 | -2 | -6 | 2 | -11 | -8 | -13
C/C(=N/NC(=O)c1nnn(-c2nonc2N)c1-c1ccccc1)c1ccncc1 | 2 | -1 | -5 | 4 | 2 | -9 | 11 | 12 | 5 | 2 | 31
Cc1ccc(C)c(NC(=S)N(C2CCCCC2)C(C)c2cccnc2)c1 (stereo not given) | 0 | 9 | -4 | -10 | 10 | -6 | -4 | -3 | 0 | -15 | 0
CN(C)c1ccc(-c2csc(C(O)c3ccccc3)n2)cc1 (stereo not given) | -6 | -35 | -2 | -103 | -2 | · | 5 | -175 | -103 | -22 | -58
CC(C)CC(=O)Nc1nnc(S(=O)(=O)N2c3ccccc3CC2C)s1 (stereo not given) | -2 | 2 | -1 | 13 | -17 | -3 | 0 | 7 | -1 | 12 | 15

NR2F2 inh, what is marked active above
SMILES,ABHD5-PLIN5 inh,NOD2 RIPK2 PPI,SRC1 inh,TWEAK-Fn14 inh,TLR9-MyD88 block,Exocytosis inh,NR5A2 inv ag,SRC3 inh,NR2F2 inh,NCOA2 inhibitor
COc1ccc(C(=O)CN2C(=O)c3ccccc3S2(=O)=O)cc1,1,-3,58,102*,·,-13,35,61,91*,81*

Not all compounds are listed, so the mix of outcomes need not match the whole.
